# High-throughput results (PubChem BioAssay)
# M1 agonist: agonists of M1 muscarinic receptor. CHO-M1 cells, Fluo-4 calcium fluorescence, agonist mode; hits give high values. 64,000 compounds, 3% hits. AID 626. B-score at 10 µM;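 active means fluorescence rise, raw or as B-score row- and column-corrected plate score, outside the 99.7% band of its plate's samples, either direction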
# Jurkat tox 60K: reduces viability or proliferation of Jurkat cells | inhibition, % at 4 µM | Jurkat E6.1 viability, ATP luminescence, 48 h | 56,000 compounds, 1.2% hits;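 active means inhibition above the mean inhibition of all tested compounds plus 3 SD, cut at about 28% in these data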
# S1P3 agonist: activates the human S1P3 receptor; Q99500; S1P3 NFAT-BLA reporter cells, agonism, FRET ratio; relative to 1 µM S1P, basal subtracted; activation, % at 4.5 µM; 60,000 compounds, 0.1% hits; AID 373;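 active means activation above the screen-wide mean plus 3 SD, cut at about 4.5% in these data, passing the limit was not always enough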; further: some compounds called inactive have numbers as strong as hits
#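 Material: Human S1P3 NFAT-BLA reporter CHO cells | Incubation: Overnight plating, 4 h compound 37 °C, 2 h substrate RT | Signal: FRET β-lactamase substrate fluorescence, excitation 405 nm, 460/535 nm emission ratio, background-subtracted | Compound: 4.5 µM final, single dose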
# M1 antag: M1 muscarinic receptor (rat) antagonism; P08482; CHO-M1 cells, Fluo-4 calcium, ACh EC80 antagonist mode; hits give low values; B-score at 10 µM; 64,000 compounds, 3.4% hits;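 active means calcium fluorescence response, raw or row-and-column corrected B-score, differing from the plate sample mean either way at a set confidence level, mostly lower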
# Target sequence (P08482 whole entry, looked up): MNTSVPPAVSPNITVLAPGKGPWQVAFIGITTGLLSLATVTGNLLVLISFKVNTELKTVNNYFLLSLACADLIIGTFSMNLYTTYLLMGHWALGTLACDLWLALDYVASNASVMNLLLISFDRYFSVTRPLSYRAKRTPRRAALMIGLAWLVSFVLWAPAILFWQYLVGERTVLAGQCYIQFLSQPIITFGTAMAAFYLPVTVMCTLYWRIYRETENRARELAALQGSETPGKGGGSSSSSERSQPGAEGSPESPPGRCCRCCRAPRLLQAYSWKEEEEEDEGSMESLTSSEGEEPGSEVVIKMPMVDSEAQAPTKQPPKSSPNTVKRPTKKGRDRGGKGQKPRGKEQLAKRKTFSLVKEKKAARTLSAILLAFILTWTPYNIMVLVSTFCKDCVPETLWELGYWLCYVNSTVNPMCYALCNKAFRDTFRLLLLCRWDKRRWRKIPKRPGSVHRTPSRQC
# S1P1 ag pot: S1P1 (human) agonism or agonism potentiation | activation, % at 9.5 µM | 56,000 compounds, 0.57% hits | S1P1 CRE-bla cells, forskolin, beta-lactamase FRET, potentiator mode; S1P1 agonist co-added at EC20, 2 nM; 100% = saturating reference agonist, 0% = basal | P21453;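 active means activation above a cutoff set at the mean activation of all tested compounds plus 3 SD, cut at about 54% in these data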;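 further: forskolin at 4 µM as EC80 and the EC20 agonist is SEW2871; 100% = SEW2871 at its EC100 plus forskolin at EC80; some compounds past the cut are filed as inactive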
# HTR1A agonist: activates the human 5-HT1a serotonin receptor | CHO 5-HT1a Ga15 NFAT-bla reporter, FRET ratio; 0% basal, 100% maximal reference agonist | activation, % at 10 µM | 65,000 compounds, 0.56% hits | AID 567;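 active means activation above the screen-wide mean activation plus 3 SD, cut at about 19% in these data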;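 further: 0% = DMSO wells and 100% = 5-CT at EC100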
# 5HT1E antag: 5-HT1E (human) receptor antagonism; CHO 5-HT1E Ga15 NFAT-bla reporter, FRET, antagonist; inhibition, % at 6 µM; 65,000 compounds, 0.99% hits; P28566;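 active means inhibition above a set limit, the mean inhibition across every tested compound plus 3 SD, cut at about 29% in these data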;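 further: signal is the 460 over 535 nm emission ratio of beta-lactamase substrate; 0% = agonist plus DMSO wells and 100% = wells without agonist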
# Target sequence (P28566 whole entry, looked up): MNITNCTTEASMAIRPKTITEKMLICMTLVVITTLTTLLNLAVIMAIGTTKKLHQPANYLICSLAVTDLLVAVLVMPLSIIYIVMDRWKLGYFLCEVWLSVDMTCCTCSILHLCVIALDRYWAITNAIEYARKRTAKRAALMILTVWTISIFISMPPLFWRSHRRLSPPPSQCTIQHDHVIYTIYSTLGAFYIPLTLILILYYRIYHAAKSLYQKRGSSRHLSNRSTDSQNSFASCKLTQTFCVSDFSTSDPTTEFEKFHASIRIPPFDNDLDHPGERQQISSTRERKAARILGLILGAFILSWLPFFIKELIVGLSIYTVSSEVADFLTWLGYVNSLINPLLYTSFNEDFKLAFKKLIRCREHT
# HTR1E agonist: 5-HT1E (human) receptor agonism; CHO 5-HT1E Ga15 NFAT-bla reporter, FRET; 0% DMSO wells, 100% control agonist wells; activation, % at 6 µM; 65,000 compounds, 0.69% hits; AID 574;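 active means activation above a set limit, the screen-wide mean activation plus 3 SD, cut at about 8.5% in these data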;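 further: 100% = positive control agonist at 1 µM giving full maximal response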
# 5-HT1A blocker: 5-HT1a (human) receptor antagonism. P08908. CHO 5-HT1a Ga15 NFAT-bla reporter, antagonist mode. inhibition, % at 10 µM. 62,000 compounds, 0.68% hits. AID 612;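 active means inhibition above the mean of all tested compounds plus 3 SD, cut at about 43% in these data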;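 further: receptor stimulated by 5-CT agonist at 100 nM near EC80; beta-lactamase reporter measured by ratiometric fluorescence of a cleavable substrate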
# * marks the source's active call; other numbers are inactive results; . = not tested or not shown.
SMILES,M1 agonist,Jurkat tox 60K,S1P3 agonist,M1 antag,S1P1 ag pot,HTR1A agonist,5HT1E antag,HTR1E agonist,5-HT1A blocker
CCn1c(SCC(=O)NCCOC)nc2sc3c(c2c1=O)CCCC3,0.32,7,-0.2,0.34,-38,-0.4,9,-0.7,0
O=C(OCc1nnc(-c2ccccc2)o1)C1=COCCO1,-0.88,2,-0.2,0.28,7,-1.9,15,0.9,1
CC(C)P(=O)(Cc1cccc(C#N)c1)C(C)C,-0.033,-7,-0.6,0.53,14,0.8,3,-0.1,0
CCOc1ccccc1N(CC(=O)N1CCOCC1)S(=O)(=O)c1ccccc1,-0.68,2,0.0,0.031,-14,0.3,-9,-0.1,-6
CCOC(=O)c1cnn(-c2cc(C)nc3c(-c4ccccc4)cnn23)c1N,.,4,-1.9,.,7,-2.6,8,-1.7,15
CCOc1ccc(OCC)c(NC(=O)CSc2nnc(Cn3cnc4ccccc43)n2C)c1,-0.0076,-2,0.6,-0.28,8,0.3,3,-0.3,1
CCc1nc(SCC(=O)Nc2ccnc3ccccc23)n[nH]1,-1.2,4,-1.4,-0.16,9,-0.6,2,0.7,-15
CCOC(=O)c1[nH]c2ccc(C)cc2c1NC(=O)CN1CCCCC1,0.78,-4,-0.3,-0.77,-14,-1.1,-9,-1.1,11
COCCCN1C(=O)C(=O)/C(=C(/O)c2ccc3c(c2)CC(C)O3)C1c1cccnc1 (configuration not stated),0.75,-11,0.3,0.95,-4,-2.9,-5,-1.2,-12
CCCN(CCC)C(=O)COc1cc(=O)n(CC)c2ccccc12,-0.4,-8,0.6,-0.99,-27,-6.0,1,0.2,18
O=c1c(-c2ccc(Br)cc2)coc2c(CN3CCOCC3)c(O)ccc12,-0.63,-1,-1.6,-0.18,3,1.7,-6,0.1,7
CCCCNC(=O)NC1C(NC(=O)NCCCC)N(C)C(=O)N1C (configuration not stated),0.0091,0,0.5,-0.68,-20,-1.1,-7,0.0,-10
Nc1cc(-c2nn[nH]n2)ccc1F,-0.23,1,-0.5,0.13,-9,-0.9,4,-1.0,-1
COc1ccc(OC)c(NC(=O)CSc2nnc(CNc3ccc(C)cc3C)o2)c1,-0.39,-4,-0.6,0.15,7,-0.1,-4,0.1,-4
CCOC(=O)CN1Cc2cccc(C(=O)O)c2C1=O,-0.28,-2,-0.2,-0.49,-31,-0.9,-7,0.3,-5
COCCn1c(Cc2ccccc2)nnc1SCC(=O)N(C)C,0.011,2,0.0,1,-4,-3.8,7,-0.6,-4
Brc1ccc(-c2noc(CCc3ccccc3)n2)o1,0.93,-4,0.1,0.19,0,-0.5,-5,-0.3,-5
Cc1ccc2nc(NC(=O)C3CCN(S(=O)(=O)c4ccc5c(c4)oc(=O)n5C)CC3)sc2c1,1.1,-3,-0.9,0.038,-23,-0.6,-4,-0.5,2
Oc1c(C(c2ccccc2)N2CCCCC2)sc2ncnn12 (configuration not stated),0.0022,-6,-0.7,0.79,6,-1.8,-2,0.0,0
CC(C)OC(=O)CSc1nnc(-c2ccc(Cl)cc2)n1N,1.3,.,.,-0.011,.,2.8,7,0.3,-3
CCc1nnc(NC(=O)c2ccc(S(=O)(=O)N3CCCCCC3)cc2)s1,-0.15,-1,1.0,-0.031,7,1.6,4,0.8,-11
C=CCc1cccc(C2Nc3ccccc3C(=O)N2O)c1O (configuration not stated),-0.041,-2,0.2,0.21,-2,-3.9,-4,0.0,-20
COC(=O)c1cc(OC)c(OC)cc1NC(=O)c1cnccn1,-0.92,0,-0.8,-0.025,-31,0.6,-9,-0.6,5
CC(C)CC(NC(=O)OC(C)(C)C)C(=O)NCc1ccccc1 (configuration not stated),-0.4,.,-1.9,-0.18,-2,-1.5,6,-0.5,.
O=C(NCCN1CCOCC1)c1cccs1,0.47,2,-0.9,0.074,-3,-2.7,2,-1.1,-3
SMILES,M1 agonist,Jurkat tox 60K,S1P3 agonist,M1 antag,S1P1 ag pot,HTR1A agonist,5HT1E antag,HTR1E agonist,5-HT1A blocker
CCOC(=O)N1CCC(Nc2nc3ccccc3n3nnnc23)CC1,2.4,-8,-1.0,-0.33,-16,-3.1,-6,0.6,4
O=C(CSc1nc2ccccc2[nH]1)Nc1ccccc1N1CCOCC1,0.92,-6,-0.5,0.43,-5,-1.4,-2,-0.6,-13
CC(=O)N1CCN(C(C)=O)C1c1ccccc1,-1.4,0,0.1,0.95,-18,-2.4,-5,0.4,-2
CCc1nnc(NC(=O)CSc2nnc(-c3ccoc3C)n2-c2cccc(C)c2)s1,0.85,-2,-0.4,-0.0012,-27,-2.2,2,1.8,-3
Cc1ccc(C)c(NC(=O)C2CC(O)CN2C(=O)OC(C)(C)C)c1 (configuration not stated),0.05,-8,-0.7,-0.18,2,-1.6,-7,-1.0,-7
CC(C)Sc1nc(-c2cccs2)nc2c1c(=O)n(C)c(=O)n2C,-0.39,3,-0.4,-0.33,-20,-0.7,6,0.8,2
CS(=O)(=O)N1CCC(C(=O)Nc2ccccc2Sc2ccccc2)CC1,-0.033,-2,-0.5,-0.12,9,0.1,2,-0.3,12
CCCc1nc2ccccc2c(C(=O)OCc2nnc(-c3cc(OC)c(OC)c(OC)c3)o2)c1CC,1,-2,2.5,0.62,-51,10,23,1.4,-2
CCOC(=O)c1nc2sc3c(c2c(=O)[nH]1)CCCC3,-0.12,10,-2.1,-0.013,-1,-3.7,0,-1.7,-6
COc1ccc(-c2nc3ccccc3c(=O)n2CCCN2CCOCC2)cc1,-0.37,-2,-0.8,0.02,-17,1.3,3,0.2,-6
OC(COc1ccc2cc(Br)ccc2c1)CN1CCN(c2ccccn2)CC1 (configuration not stated),-0.24,5,-1.0,-0.26,.,11,-4,0.5,-18
Cc1ccc(-n2ncc3c(=O)[nH]c(SCC(=O)N4CCCC4)nc32)cc1C,0.12,-1,-0.2,-0.25,-37,0.0,-14,1.0,1
COc1cccc(-c2nc(CS(=O)(=O)CC(=O)Nc3cc(C)ccc3C)c(C)o2)c1,0.21,4,0.3,-0.022,-9,-1.8,-4,0.0,14
Cn1c2c(c3ccccc31)CC/C2=N\O,-0.49,-7,-1.2,-0.52,-2,7.0,-16,0.6,-7
CCS(=O)(=O)N1CCN(C2CCC(c3ccccc3)CC2)CC1 (configuration not stated),0.15,0,-0.4,-1.9,-3,-0.9,7,0.1,10
CCN(CC)S(=O)(=O)c1ccc(C(=O)Nc2ccc(OCC(=O)N3CCOCC3)cc2)cc1,0.15,-2,-0.7,0.062,-8,-0.8,-8,0.5,-10
COc1ccc(C2C=C(c3ccc(Cl)cc3)Nc3nc(NC(C)=O)nn32)cc1 (configuration not stated),235*,.,-1.4,-1.7,25,-2.0,14,0.0,.
CCOc1cccc(C(=O)Nc2ccccc2N2CCN(C(=O)C(C)C)CC2)c1,0.49,-5,-1.8,-0.5,15,-2.0,7,-0.4,3
N=c1n(CCO)c2ccccc2n1CCOc1ccc(Cl)cc1Cl,-0.26,9,-0.9,-0.24,19,0.9,-1,1.4,8
CCOc1nc(-c2ccccc2O)nc2ccccc12,0.55,10,-1.8,0.42,-27,-2.8,4,-1.0,15
c1ccc(N2CCN(c3c4c(nc5ncnn35)CCC4)CC2)cc1,-2.4,.,.,0.58,.,-0.2,4,0.4,-8
COc1ccc(NS(=O)(=O)c2c(C)[nH]c(=O)[nH]c2=O)c(OC)c1,0.008,-10,-0.7,-0.3,-7,-3.5,-5,-0.3,-8
O=c1cc2c(n[nH]1)CCCC2,-1.2,-2,-1.3,1.4,8,-2.0,-6,-0.6,4
CCc1ccc(C2CC(c3cccc(OC)c3)n3nc(N)nc3N2)cc1 (configuration not stated),-0.23,2,0.7,-0.21,-27,6.0,-9,0.3,2
CCc1ccc(OC)c(S(=O)(=O)Nc2ccccc2C)c1,0.32,0,-0.7,-0.63,10,0.0,-1,0.3,-4
SMILES,M1 agonist,Jurkat tox 60K,S1P3 agonist,M1 antag,S1P1 ag pot,HTR1A agonist,5HT1E antag,HTR1E agonist,5-HT1A blocker
Cc1ccc(OCn2c(=O)sc3ccccc32)cc1,0.57,-8,-1.3,0.78,22,-1.5,7,0.8,23
CCOC(=O)c1c(C)[nH]c(C(=O)O)c1C,-0.027,4,-0.2,0.34,-10,-0.6,3,0.1,-6
C/C(=N\O)C(C)(C)NC(=O)Nc1ccc(Cl)cc1,0.35,10,-1.8,-0.23,16,-1.8,2,-0.9,3
O=S(=O)(NCC1CCN(S(=O)(=O)c2ccccc2)CC1)c1ccccc1,-0.024,-9,-0.4,0.34,-22,-0.3,-1,-0.6,-10
C=CCn1c(SCC#N)nc2ccccc2c1=O,-0.39,3,-0.1,-0.08,-62,-3.4,10,0.4,5
O=C(Nc1cccc(F)c1)c1ccc(S(=O)(=O)N2CCCC2)cc1,0.34,2,-3.2,-0.62,14,-0.4,-3,-0.1,5
COc1cccc(NC(=O)Cc2ccccc2)c1,-0.22,-7,-1.4,-0.16,-18,-1.9,-4,0.6,11
O=C(NCc1ccco1)C(Cc1ccccc1)N1C(=O)C2C3C=CC(C3)C2C1=O (configuration not stated),4.5*,-10,-0.7,-0.89,11,-2.8,0,-0.2,-14
Cc1cc(C)nc(-n2nc(C)c(Oc3ccccc3O)c2C)n1,-0.6,0,1.7,0.34,-100,-4.8,-4,0.4,-1
CCOC(=O)c1cc2sccc2n1CC(=O)N1CCCC1,0.019,-1,0.0,-1.2,11,0.2,6,-1.2,20
CC(=O)Nc1cc(C(N)=O)c(Cl)cc1Cl,-0.074,5,-1.6,-0.3,-16,-0.1,-9,-0.8,4
O=C(CCc1nc2ccccc2[nH]c1=O)OCc1ccc(S(=O)(=O)N2CCOCC2)cc1,-1.1,-2,-0.2,-0.4,1,0.5,9,-0.3,-4
CCNc1nc(NC(C)(C)C)nc(N(C#N)CC)n1,-0.29,6,1.3,0.059,-72,2.2,29*,0.4,-7
COc1ccc(Nc2nc3ccccc3c(=O)s2)c(OC)c1,-0.3,6,-0.8,-0.18,-13,-0.6,-5,0.5,-4
CCNC(=O)NC1(C(=O)Nc2ccc3c(c2)CCC3)CCCCC1,-0.047,-4,1.2,-0.71,2,-1.1,-4,-0.1,-2
COc1cccc(NC(=O)CC2(CC(=O)O)CCCC2)c1,0.58,2,-0.8,0.56,1,-2.7,6,0.6,-6
O=C(CN(C(=O)CCC(=O)Nc1nccs1)c1ccc(F)cc1)NCC1CCCO1 (configuration not stated),0.1,-8,-0.4,-1.2,-15,-1.7,-4,-1.3,4
COc1ccccc1OCc1nnc(SCC(=O)NCc2ccco2)n1Cc1ccco1,-0.17,2,-0.7,0.023,6,-0.1,1,1.0,-4
Cc1cc(C)c(C)c(OCCOCCN2CCOCC2)c1,1.2,2,-1.2,-0.25,-22,-1.5,1,0.3,15

# Single records, from the list above:
# `COc1ccc(Nc2nc3ccccc3c(=O)s2)c(OC)c1` is listed as M1 agonist = -0.3; Jurkat tox 60K = 6; S1P3 agonist = -0.8; M1 antag = -0.18; S1P1 ag pot = -13; HTR1A agonist = -0.6; 5HT1E antag = -5; HTR1E agonist = 0.5; 5-HT1A blocker = -4
# `Cc1cc(C)c(C)c(OCCOCCN2CCOCC2)c1` is listed as M1 agonist = 1.2; Jurkat tox 60K = 2; S1P3 agonist = -1.2; M1 antag = -0.25; S1P1 ag pot = -22; HTR1A agonist = -1.5; 5HT1E antag = 1; HTR1E agonist = 0.3; 5-HT1A blocker = 15
